Screening data: PubChem BioAssay, several laboratories
XIAP displacement – small molecules displacing peptide from XIAP – biochemical, IAP family, fluorescence polarization (AID 1018); XIAP BIR domain, fluorescence polarization peptide displacement; higher % means a stronger effect; one-dose displacement, % at 20 µM; IC50 in µM for titrated hits; actives 0.007% (n = 200,000); in the data active = displacement above about 50%; note: a part of the inactive calls stands beside numbers as strong as those of hits
MT stabilizer – stabilizes microtubules in HeLa cells; HeLa tubulin immunostaining HCS, 24 h; share of cells brighter than vehicle mean+2SD; % tubulin-high responders, % at 10 µM; actives 0.83% (n = 200,000);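 active = plate Z-score above 3 for both tubulin-high and condensed-nucleus cell shares, with cell loss under 80%, at 10 µM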;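 note: anti alpha tubulin signal scored within the nucleus-defined area of each cell; some results filed as inactive read as strong as hits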
Ins promoter up – MIN6 insulin promoter up-regulation; actives 0.3% (n = 190,000); AID 1625; MIN6 insulin promoter-GFP reporter, high-content imaging; stronger effect = higher value; z-score at 5 µM;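 active = z-score above 3 at 5 µM with at least 500 cells counted in the well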
CSM14.1 death rescue – rescue of cells from ER stress-induced death, primary screen, 384-well, CSM14.1, thapsigargin, ATP luminescence (AID 1222); CSM14.1 thapsigargin-induced death rescue, ATP luminescence; higher % means a stronger effect; cellular ATP content (survival), % at 20 µM; hits with a dose series show EC50 in µM; 190,000 tested, under 10 active;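 active = EC50 below 50 µM in the dose-response confirmation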;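 note: death triggered by thapsigargin at about 15 µM added after 2 h compound pretreatment; cell ATP read after overnight thapsigargin exposure of roughly 18 to 22 hours; normalized against plate controls of thapsigargin alone and 5% DMSO vehicle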
b-catenin transl – modulators of beta-catenin nuclear translocation; HeLa beta-catenin nuclear translocation, immunofluorescence imaging; nuclear translocation activity, % at 5 µM; actives 0.3% (n = 190,000);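 active = nuclear translocation activity above 50% at 5 µM, with a well cell count of 50 or more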;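 note: per-cell ratio of nuclear to cytoplasmic median beta-catenin stain intensity; plate controls were DMSO negative control for no effect and GSK-3 inhibitor IX positive control for full effect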
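assay system = human HeLa cells, endogenous beta-catenin | times = compound treatment 24 h, 37°C, 5% CO2 | detection = Anti-beta-catenin immunofluorescence on PFA-fixed, Triton-permeabilized cells, DAPI nuclei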
Autophagy HCS – modulators of autophagy. calls only at 10 µM (by protocol). actives 0.98% (n = 190,000). MEF GFP-LC3 puncta imaging; test concentration mostly 10 µM. AID 463193;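 active = percentage of spot-positive cells more than 3 SD above its plate mean, without a fluorescence outlier flag or 80% toxicity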;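 note: spot-positive cell cutoff set from DMSO-treated cells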
WT yeast gro inh – growth inhibition of WT yeast, mitochondrial fusion screen; mitochondrial fusion phenotypic screen, WT strain; inhibition, % at 10 µM; actives 2.1% (n = 190,000); AID 1362; in the data active = inhibition above about 58%; tested in S. cerevisiae
Dynein cargo inh – dynein cargo transport inhibition | actives 0.47% (n = 220,000) | z-score, hits read low | 3617.4 mouse cells, GR-EGFP nuclear translocation imaging; test concentration mostly 20 µM; stimulated with dexamethasone, 1 µM; stronger effect = lower value;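 active = plate z-score of nuclear minus cytoplasmic receptor signal below a set negative limit, without overly bright fluorescence or cell loss, cut at about -3.5 in these data, passing the limit was not always enough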;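 note: z-score of nuclear minus cytoplasmic ring GR-EGFP intensity difference per well; some compounds called inactive have numbers as strong as hits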
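Also added: dexamethasone, 1.0 µM final. Medium: tet-free, stripped-serum medium. Detection: fixed, Hoechst-stained cells imaged at 10x for EGFP. Read-out: nuclear-to-cytoplasmic GR-EGFP distribution per well. Times: induction 48 h, compound 1 h, agonist 30 min.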
Lipid droplet – hepatic lipid droplet formation modulation | actives 0.4% (n = 240,000) | inhibition, % at 6.5 µM | AML12 mouse hepatocytes, oleate lipid droplets, BODIPY imaging;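 active = lipid droplet intensity inhibited by at least 50%, with more than 500 cells counted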
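Material – AML12 mouse liver cells · Also added – oleate loading, 100 µM · Compound dosing – 6.5 µM single-point dosing · Times – overnight treatment with compound plus oleate · Measured by – fluorescence imaging, 20x objective, two fields per well · Read-out – percent inhibition of filter-corrected integrated lipid droplet intensity per well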
WT yeast gro inh mutant strain – recorded beside WT yeast gro inh, whose call it bears; inhibition, %; mitochondrial fusion phenotypic screen, mutant strain inhibition
Dynein cargo inh cytoplasmic EGFP – also measured in Dynein cargo inh; calls as there; z-score; measured here: cytoplasmic GR-EGFP intensity; stronger effect = higher value
Dynein cargo inh nuclear GR-EGFP – further read-out of Dynein cargo inh, marked with its call; z-score; measured here: nuclear GR-EGFP intensity;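 lower value marks the stronger effect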
Dynein cargo inh cell count – recorded beside Dynein cargo inh, whose call it bears; z-score; measured here: cell count per field
Ins promoter up cell count – second read-out of Ins promoter up, no call of its own (marks repeat the call); cell count; measured here: cytotoxicity, nuclei count;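 total cells summed across four imaged fields per well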
Lipid droplet cells 6.5 µM – further read-out of Lipid droplet, marked with its call; cell count; measured here: cell count, cytotoxicity flag;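 cells counted across two imaged fields per well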
b-catenin transl cell count 5 µM – also measured in b-catenin transl; calls as there; cell count; measured here: cell count, cytotoxicity flag
MT stabilizer Hoechst-high % – second read-out of MT stabilizer, no call of its own (marks repeat the call); % Hoechst-high responders; measured here: nuclear condensation Hoechst responders;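 share of cells brighter than vehicle mean plus two SD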
MT stabilizer cytotoxicity % – further read-out of MT stabilizer, marked with its call; toxicity, %; measured here: cytotoxicity by cell density;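 0% = mean cell density of plate MIN control wells and 100% = no cells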
Autophagy HCS cell loss 18 h – second read-out of Autophagy HCS, no call of its own (marks repeat the call); toxicity, %; measured here: cell loss, nuclei count;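 cell loss after 18 h compound exposure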
* marks the source's active call; other numbers are inactive results; i = inactive; . = not tested or not shown.

SMILES	XIAP displacement	MT stabilizer	MT stabilizer Hoechst-high %	MT stabilizer cytotoxicity %	Ins promoter up	Ins promoter up cell count	CSM14.1 death rescue	b-catenin transl	b-catenin transl cell count 5 µM	Autophagy HCS	Autophagy HCS cell loss 18 h	WT yeast gro inh	WT yeast gro inh mutant strain	Dynein cargo inh	Dynein cargo inh cytoplasmic EGFP	Dynein cargo inh nuclear GR-EGFP	Dynein cargo inh cell count	Lipid droplet	Lipid droplet cells 6.5 µM
Cc1c(C(=O)NC(C)c2ccccc2)c(-c2ccccc2)nn1-c1ccccc1 (stereo not drawn)	-5.2%	1.9	2.5	6.0	.	.	-0.6%	.	.	i	7	-7	-8	2.3	-0.22	0.056	-2.1	.	.
O=C(COC(=O)c1cc(=O)[nH]c2ccc(Br)cc12)c1ccccc1	-5.3%	1.3	1.7	2.7	.	.	-0.6%	-1.2	1033	i	2	6	-8	0.27	-0.17	0.093	-0.88	0	684
COc1ccc(/C=N/NC(=O)C2(O)c3ccccc3-c3ccccc32)cc1	4.8%	1.9	2.6	2.6	-0.21	1370	-2.2%	-0.4	580	i	-9	-4	13	-0.069	-0.23	-0.034	0.12	1	667
CCCCCN(C(=O)NC(=O)Nc1nncs1)S(C)(=O)=O	-2.9%	2.0	1.5	4.7	0.11	1103	-0.2%	0.5	1175	i	9	-8	-12	-0.46	-0.18	-0.063	0.16	.	.
CCNC(=S)NNC(=O)c1cc(-c2cccnc2)nc2ccccc12	-6.7%	1.4	1.4	7.1	-0.39	1260	-2.3%	-0.7	1173	i	0	3	12	-0.14	-0.28	0.087	0.34	-7	704
Cc1ccc(S(=O)(=O)CCC(=O)c2ccc(O)cc2O)cc1	-4.1%	1.3	1.8	1.6	0.49	1372	-1.6%	1.3	1086	i	-11	46	18	-2	1.4	-1.3	0.38	.	.
CCOc1ccc(NC(=O)CN2C(=O)S/C(=C/c3cccn3C)C2=O)cc1	-10%	2.9	1.7	6.5	0.32	1463	1.9%	0.5	1025	i	8	0	-7	-0.25	-0.21	-0.065	0.47	42	690
O=C(NCCc1ccccc1)c1ccccc1NC(=O)C1CCCO1 (stereo not drawn)	-5.6%	3.8	2.5	3.8	0.19	1417	-0.7%	0.0	1478	i	20	9	15	0.26	-0.32	0.64	-0.019	-11	705
O=C1c2[nH]nc(-c3ccccc3O)c2C(c2ccc(F)cc2)N1Cc1ccco1 (stereo not drawn)	-10%	3.6	2.2	0.1	0.88	1231	-0.4%	-6.5	1116	i	1	7	5	-0.21	-0.46	-0.23	0.68	-11	766
CC1CN(Cc2ccc(Cl)cc2Cl)CC(C)O1 (stereo not drawn)	-2.6%	1.0	1.3	7.9	0.26	905	-0.9%	.	.	i	-1	-4	8	-0.44	-0.24	0.044	0.56	3	726
CCOC(=O)C1CCCN(CC(=O)Nc2c(C(=O)OC)[nH]c3ccc(Cl)cc23)C1 (stereo not drawn)	-2.9%	2.1	1.6	10	-1.5	737	-2.1%	-1.3	1106	i	5	-7	-4	0.75	-0.16	0.56	-1.1	-10	712
Cc1ccc(CCC(=O)Nc2ncc(Cc3cc(Cl)ccc3Cl)s2)o1	-2.5%	4.6	26	48	0.58	706	0.1%	73*	142*	i	48	12	-1	-0.17	-0.31	-0.41	0.46	-95	361
Cc1cc(C(=O)Nc2ccc(S(=O)(=O)Nc3onc(C)c3C)cc2)cs1	-5.5%	3.5	1.9	3.7	0.29	1176	-0.8%	-1.3	1194	i	-4	-8	-4	0.082	-0.23	0.11	0.15	16	749
Cc1nnc(SCC(=O)N2CCc3ccccc3C2)s1	-2.8%	1.4	1.1	7.2	-0.38	809	-0.2%	-4.3	1189	i	19	4	-10	1	-0.32	0.64	-0.75	2	715
Cc1ccc2nnnc(-c3ccccc3)c2c1	0.9%	4.6	2.5	3.0	0.6	1297	-0.6%	1.3	528	i	-5	8	-16	1.2	-0.21	0.57	-1.1	-2	710
Cc1ccc(-c2ccc(/C=N/N=C3/NC(=O)C(CC(=O)O)S3)o2)c([N+](=O)[O-])c1 (stereo not drawn)	-12%	2.2	1.3	7.5	0.12	938	-3.0%	1.9	1294	i	2	-6	1	0.55	-0.24	0.15	0.67	1	784
COc1ccc(-c2nnc(NC(=O)Cc3ccccc3)s2)c(OC)c1	.	.	.	.	-0.95	1423	.	2.0	986	.	.	.	.	0.069	-0.21	0.019	0.63	1	707
CC(C)CNS(=O)(=O)c1ccc(CCC(=O)N2CCN(Cc3ccccc3)CC2)cc1	.	2.1	1.4	3.2	-0.31	1297	-3.0%	.	.	i	-1	3	-2	-0.062	-0.19	0.61	-0.89	1	724
CCN1CCN(C(=O)CN(C)S(=O)(=O)c2ccc(OC)c(C)c2)CC1	-0.2%	2.0	2.0	5.0	.	.	-1.3%	.	.	i	1	5	2	-0.43	-0.19	-0.22	0.009	10	669
COc1ccccc1NC(=O)Cn1c(=O)n(-c2ccccc2)c(=O)c2oc3ccccc3c21	-4.5%	2.0	2.7	3.4	0.69	1294	0.1%	-1.8	982	i	5	-12	-19	-0.62	-0.037	-0.68	1.2	-6	637
O=C(CSc1oc(-c2cccs2)nc1S(=O)(=O)c1ccccc1)NC1CCCCC1	-4.4%	1.6	1.4	8.3	1.7	812	1.0%	2.4	1028	i	6	-26	-17	1.1	-0.25	0.5	-0.17	-22	713
O=C1OCc2ccc(NS(=O)(=O)c3ccc(C(F)(F)F)cc3)cc21	.	.	.	.	0.37	1144	.	0.0	1344	.	.	.	.	-0.15	-0.27	0.53	0.03	8	722
COc1cc(OC)c(C(=O)OCC(=O)NCCc2ccccc2)cc1OC	-10%	2.5	2.3	19	-0.22	1142	-0.8%	-2.5	1043	i	0	3	6	0.43	-0.32	1.1	-0.76	13	708
COc1ccc([N+](=O)[O-])cc1NC(=O)/C=C/C(=O)O	2.5%	3.8	2.8	14	-0.07	1278	-1.2%	-1.9	600	i	5	-8	-13	-0.16	-0.25	-0.46	-0.069	-11	659
COc1ccc(O)c(/C=N/c2sc(C)c(C)c2C#N)c1	-7.6%	1.8	1.5	4.1	0.17	838	-0.8%	-5.6	1128	i	-2	.	.	-0.3	2.1	0.12	-0.56	5	808

Next part (three carried over from the part before).
SMILES	XIAP displacement	MT stabilizer	MT stabilizer Hoechst-high %	MT stabilizer cytotoxicity %	Ins promoter up	Ins promoter up cell count	CSM14.1 death rescue	b-catenin transl	b-catenin transl cell count 5 µM	Autophagy HCS	Autophagy HCS cell loss 18 h	WT yeast gro inh	WT yeast gro inh mutant strain	Dynein cargo inh	Dynein cargo inh cytoplasmic EGFP	Dynein cargo inh nuclear GR-EGFP	Dynein cargo inh cell count	Lipid droplet	Lipid droplet cells 6.5 µM
COc1cc(OC)c(C(=O)OCC(=O)NCCc2ccccc2)cc1OC	-10%	2.5	2.3	19	-0.22	1142	-0.8%	-2.5	1043	i	0	3	6	0.43	-0.32	1.1	-0.76	13	708
COc1ccc([N+](=O)[O-])cc1NC(=O)/C=C/C(=O)O	2.5%	3.8	2.8	14	-0.07	1278	-1.2%	-1.9	600	i	5	-8	-13	-0.16	-0.25	-0.46	-0.069	-11	659
COc1ccc(O)c(/C=N/c2sc(C)c(C)c2C#N)c1	-7.6%	1.8	1.5	4.1	0.17	838	-0.8%	-5.6	1128	i	-2	.	.	-0.3	2.1	0.12	-0.56	5	808
O=C(O)C1=C[C@H](c2ccc(Br)cc2)C[C@H](OCCCCO)O1	-3.3%	3.7	1.2	6.1	-0.02	1422	1.2%	-2.9	1093	i	-5	-19	-21	-0.81	-0.27	-0.15	0.025	-7	683
CCOc1ccc(C(C(=O)NC2CCCCC2)N(C(=O)Cc2cccs2)c2ccc(-n3cnnn3)c(OC)c2)cc1 (stereo not drawn)	-0.7%	4.6	3.0	2.6	-1.4	1279	-1.2%	.	.	i	-8	7	0	0.16	-0.28	0.097	1.1	-34	599
Cn1nc(C(F)(F)F)c(C(=O)Nc2ccc(F)cc2F)c1Sc1cccc(C(F)(F)F)c1	-2.2%	1.1	1.3	7.3	.	.	0.4%	.	.	i	2	17	14	-0.15	-0.23	-0.61	0.68	.	.
CC(=O)N(Cc1ccccc1)c1nc(-c2ccccc2)cs1	-8.1%	1.2	0.4	6.5	-0.26	1506	-0.7%	0.3	945	i	30	31	11	0.037	-0.34	0.26	0.68	0	668
O=C(NCC1CCCO1)c1ccc(CS(=O)(=O)c2ccc(Br)cc2)o1 (stereo not drawn)	-3.8%	2.6	2.8	7.7	0.76	1061	-1.3%	.	.	i	4	9	-2	-0.31	-0.25	-0.16	0.5	.	.
c1ccc(-c2nc(NCCCN3CCOCC3)c3ccccc3n2)cc1	1.5%	2.4	0.9	19	-1	1103	.	.	.	i	-5	-8	-16	-0.12	-0.19	0.088	-0.35	18	677
O=C(NCC1CCCO1)C(c1cccnc1)N(C(=O)Cc1cccs1)c1cccnc1 (stereo not drawn)	-1.7%	2.3	1.5	5.6	-0.34	1636	2.2%	0.5	1385	i	-22	-9	-27	0.31	-0.14	0.9	0.18	.	.
CNC(=O)CN(c1ccc(OC)cc1)S(=O)(=O)c1ccc(F)cc1	-0.5%	3.3	2.6	3.1	.	.	-2.0%	-2.7	1011	i	0	-1	0	0.33	-0.19	-0.031	0.1	-18	718
Cc1ccc(-n2ncc3c(N4CCCC(C)C4)ncnc32)c(C)c1 (stereo not drawn)	.	.	.	.	0.12	710	.	0.0	1238	.	.	11	5	0.22	-0.64	0.54	-0.41	-3	579
